Abeta rescue – qHTS for compounds that reverse cellular toxicity of Amyloid beta (A-beta) peptide in yeast: Primary Screen. Potency, µM (series often up to 46.1 µM), inactives show at the top dose growth rescue, usual class: activators. hit rate 0.063% among 410,000. yeast expressing A-beta42, growth rescue, OD600, 48 h; response scale: 0% DMSO, 100% iron-clioquinol control; note: nearly all actives have a fitted effect of over 55% in size
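Growth rescue measured by 600 nm absorbance after 48 h yeast culture at 30 C with compound. Values normalized between DMSO and an equimolar ferric chloride plus clioquinol control.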
FUS suppressor – qHTS for Suppressors of FUS Proteinopathy: Primary screen using FUS-linked yeast assay; Potency, µM (doses to about 76.6 µM), for inactives: at the top dose growth rescue (activation), most hits filed as activators; hit rate 0.24% among 390,000; S. cerevisiae FUS-expressing, growth rescue, OD600, 24 h; AID 1347120, 2019;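 note: plate controls were DMSO vehicle for no effect and reference control for full effect; nearly all actives have a fitted effect of over 55% in size; some results filed as inactive show a strong effect at the top dose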
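S. cerevisiae expressing FUS from galactose induction served as the toxicity model. Growth after 24hr at 30C, read as absorbance at 600 nm, indicates suppression of toxicity; compounds dosed at several concentrations.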
Numbers without * were called inactive; ? = inconclusive; [ ] = another dose, or the depositor's remark. Calls come from the whole dose curve; as a rule, active = well fitted activation curve with a large enough effect; inconclusive = small, poorly fitted or top-dose-only effect; inactive = no such curve, though single readings can be large or run the other way. Potency is the fitted concentration of half-maximal effect. Some of the compounds tested; the hit share may differ from the screen's.

Under each structure – Abeta rescue, FUS suppressor
1) CCC(CC)C(=O)Nc1ccccc1C(=O)OCc1cc(=O)n2nc(C3CCCCC3)sc2n1
    -2.9%, 8.2%
2) CCC(Sc1nnc(-c2ccc(OC)cc2)c(-c2ccc(OC)cc2)n1)C(=O)NC1CCCCC1 (centres undefined)
    -5.3%, 3.6%
3) CCOC(=O)c1cc(C)n(CC2CCC(C(=O)Nc3ccc(Cl)cc3)CC2)c1C (centres undefined)
    -31.0%[inhibitor], 25.1%
4) Cc1cc(C(=O)NCc2ccc(Cl)cc2)c2c(C)nn(-c3ccccc3)c2n1
    -7.7%, -20.8%
5) Cc1ccc2oc(C(=O)Nc3ccc(S(=O)(=O)Nc4nccc(C)n4)cc3)cc(=O)c2c1
    -20.1%, 5.7%
6) Cc1cc(C)cc(NC(=O)c2sc3nc4n(c(=O)c3c2C)N=C(c2ccc(F)cc2)CS4)c1
    -9.2%, 2.0%
7) CCn1cc(CNC(=O)c2cc(-c3ccc(C)cc3)nc3ccc(Br)cc23)c(C)n1
    0.3%, 7.5%
8) CCCN(CCC)C(=O)Cn1c(=O)n(Cc2ccc(C(=O)NCCc3ccc(Cl)cc3)cc2)c(=O)c2ccccc21
    -5.8%, -3.4%
9) CCOC(=O)c1ccc(NC(=O)C(CC)Sc2nncn3c2cc2oc(C)cc23)cc1 (centres undefined)
    -6.7%, ?
10) CCc1ccc(CNC(=O)CN2C(=O)CSc3c2c(C)nn3-c2ccccc2)cc1
    -3.8%, 11.9%
11) COc1cccc2sc(N(Cc3cccnc3)C(=O)c3ccc(S(=O)(=O)N(C)C)cc3)nc12
    -9.7%, 32.4%
12) CC1CCN(S(=O)(=O)c2ccc3nc(Nc4cccc(C(F)(F)F)c4)ccc3c2)CC1
    7.3%, 20.7%
13) CCN(CC)C(=O)c1ccc2c(c1)N(Cc1ccccc1F)C(=O)c1ccccc1S2=O (centres undefined)
    -22.0%, 26.9%
14) CCN(C(=O)CCNC(=O)Cn1cnc2ccccc2c1=O)c1cc(OC)ccc1OC
    -8.6%, 7.5%
15) Cc1cc(N2CCN(c3ccccc3)CC2)n2cnnc2n1
    -16.7%, -30.6%
16) CC(C)Oc1ccc(CNC(=O)CN2C(=O)CCc3cc(S(=O)(=O)N4CCCCC4)ccc32)cc1
    -11.7%, 7.0%
17) Cc1cc(C)cc(N2C(=O)CS(=O)(=O)C23C(=O)N(C)c2ccccc23)c1 (centres undefined)
    13.6%, 12.7%
18) Cc1ccc2nc(COc3cccc(NC(=O)COc4ccc(F)cc4)c3)cc(=O)n2c1
    -6.5%, -4.5%
19) CCCOc1ccc(-c2nc3ccccc3c(=O)o2)cc1
    -12.3%, -5.5%
20) Cc1cccc(CCNC(=O)c2cc3c(=O)n(C)c4ccccc4c3n2C)c1
    -3.5%, -11.4%
21) CCOc1ccc(-c2cc(C(=O)Oc3ccc(C#N)cc3)no2)cc1
    -15.4%, 27.9%
22) CCOc1ccc(-c2cc3nc(C4CCN(C(=O)OC(C)(C)C)CC4)c(C(=O)Nc4cccc(CC)c4)cn3n2)cc1
    -2.5%, 19.7%
23) Cc1cc(Cl)ccc1NC(=O)C1CCCN1S(=O)(=O)c1ccc2c(c1)CCCC(=O)N2 (centres undefined)
    -6.3%, 25.4%
24) Cc1ccc(S(=O)(=O)N(CC(O)Cn2c3ccccc3c3ccccc32)c2cccc(C(=O)N(C)C)c2)cc1 (centres undefined)
    -1.5%, ?
25) CCS(=O)(=O)c1nc(S(=O)(=O)c2ccc(C)cc2)c(NCc2ccccc2Cl)s1
    -10.1%, ?
26) CCc1ccc(-n2c(SCc3ccccc3Cl)nc3[nH]ncc3c2=O)cc1
    5.1%, ?
27) CCC1CCCCN1CCCNC(=O)c1ccc2c(c1)N(Cc1cccc(C)c1)C(=O)c1ccccc1S2(=O)=O (centres undefined)
    1.3%, 33.5%
28) CC1CN(C(=O)CCC(=O)NCc2cccs2)c2cc(Cl)ccc2O1 (centres undefined)
    -8.1%, -21.3%
29) CCN(CC)C(=O)Cn1c(=O)cc(C)c2c(C)nn(-c3cccc(Cl)c3C)c21
    -0.6%, 29.7%
30) Cc1cccc(NC(=O)COc2cccc3c(=O)n(C)ccc23)c1C
    -9.1%, 17.2%
31) O=C(Cn1c(=O)c2cccn2c2ccc(F)cc21)N1CCN(c2ccccc2)CC1
    -26.6%, 10.7%
32) COc1cccc(/C=C/c2nc(C#N)c(N3CCC(C(N)=O)CC3)o2)c1
    -11.9%, 16.4%
33) CCN(CC)c1ccc(NC(=O)COCc2cc(-c3ccc4c(c3)OCO4)on2)c(C)c1
    10.0%, 4.3%
34) CCOc1ccc(CNS(=O)(=O)c2cc3c(cc2C)NC(=O)CO3)cc1OC
    -5.9%, 0.8%
35) Cc1cc(C)c(Cn2c3ccccc3c3cnn(CC(=O)NCCCc4ccccc4)c(=O)c32)c(C)c1
    -12.8%, -13.3%
36) CCc1ccc(S(=O)(=O)c2c[nH]c3cc(OC)c(OC)cc3c2=O)cc1
    -6.1%, 25.0%
37) CCN(CC)C(=O)Cn1c(=O)n(-c2ccc(C)c(C)c2)c(=O)c2c(C)c(C(=O)N(CC)CC)sc21
    -18.0%, -2.7%
38) Cc1ccccc1Nc1c(-c2cccc(Cl)c2)nc2ncccn12
    -5.6%, -19.9%
39) COc1ccc(N2C(=O)CSC23C(=O)N(CC(N)=O)c2ccccc23)cc1 (centres undefined)
    -11.9%, -10.2%
40) CCOc1ccc2nc(N3CCC(C(=O)Nc4cc(C)ccc4C)CC3)sc2c1
    -10.4%, -21.5%
41) Cc1ccc(CNC(=O)C2CCN(Cc3nc(-c4cccc(Br)c4)oc3C)CC2)cc1
    -4.7%, -1.3%
42) Cc1cccc(NC(=O)Cn2nc3c4ccccc4n(Cc4ccccc4)cc-3c2=O)c1
    -7.6%, -13.5%
43) O=C(Cn1cc(S(=O)(=O)Cc2ccc(F)cc2)c2ccccc21)NCc1ccccc1
    -9.7%, 3.6%
44) CCOc1ccccc1CNC(=O)Cn1c(=O)c2cccn2c2ccc(F)cc21
    -14.3%, -10.4%
45) COc1ccc(NC(=O)CC2C(=O)N(c3ccc(F)cc3)C(=O)N2Cc2ccc3c(c2)OCO3)cc1 (centres undefined)
    -10.6%, 7.6%
46) CCN(c1ncnc2c1cnn2-c1ccc(C)cc1)C1CCCCC1
    -13.3%, -6.1%
47) CCOc1ccccc1NC(=O)CSC1=Nc2ccccc2C2=NC(CC(=O)NCc3ccc4c(c3)OCO4)C(=O)N12 (centres undefined)
    -8.7%, ?
48) CCCNC(=O)c1ccc(-n2c(-c3ccccc3)cc3c2CCCCC3)cc1
    -24.0%, 9.1%
49) CC(=O)c1ccc(NC(=O)c2cc(-c3ccc(Cl)c(Cl)c3)on2)cc1
    11.4%, -8.3%
50) COc1ccc(-c2cn3c(n2)sc2cc(C(=O)NCCc4ccc(OC)cc4OC)ccc23)cc1
    7.0%, -3.5%

The results go on.
Under each structure – Abeta rescue, FUS suppressor
51) Cc1cc(C)cc(OC(C)C(=O)Nc2nonc2-c2ccc(Br)cc2)c1 (centres undefined)
    5.5%, 31.4%
52) Cn1cnc2c(=O)oc3ccc(S(=O)(=O)N4CCN(c5ccccc5)CC4)cc3c21
    -20.6%, -7.6%
53) COc1ccc2c(c1)c1c(c(=O)n(Cc3ccccc3)c(=O)n1CC(=O)NCc1ccc(C)cc1)n2C
    -14.8%, -2.4%
54) Cc1c(Cl)cccc1NC(=O)CSc1nc(=O)[nH]c2c1CCC2
    7.1%, -13.7%
55) CCN(C(=O)C1CCCN(S(=O)(=O)c2c(C)noc2/C=C/N(C)C)C1)c1cccc(C)c1 (centres undefined)
    16.5%, ?
56) CCOc1cccc(C(=O)Nc2cc(-c3ccc(C)cc3)no2)c1
    -14.3%, -10.0%
57) CN(C)c1ccc(CNC(=O)Cn2c(-c3cccs3)cc3cc(Cl)ccc32)cc1
    5.4%, 0.6%
58) CN1CCN(CCNC(=O)c2cnn(-c3cccc(Cl)c3)c2C2CCN(C(=O)OC(C)(C)C)CC2)CC1
    -11.4%, 5.2%
59) O=c1c2c3c(sc2nnn1Cc1ccc(F)cc1)CCCC3
    14.5%, -9.2%
60) Cn1c(=O)[nH]c(=O)c2c1nc(NCCO)n2CC(O)COc1ccccc1 (centres undefined)
    -15.3%, -5.9%
61) COc1ccc(C(=O)c2c(N)c(C(=O)Nc3cccc(OC)c3)c3ccccn23)cc1
    -6.8%, 2.4%
62) CCCCN(CCCC)c1nc(-c2ccccc2)nc2ccccc12
    -11.0%, 4.4%
63) COc1ccc(C)cc1NC(=O)CSc1ncc2c(n1)-c1ccc(Cl)cc1N(Cc1ccccc1)S2(=O)=O
    -11.7%, 24.2%
64) CCCCOC(=O)c1ccc(NC(=O)c2ccc3c(c2)CCN3S(C)(=O)=O)cc1
    -12.8%, 35.2%
65) Cc1cccc(Nc2c3c(nc4nncn24)CCC3)c1C
    -13.2%, -17.5%
66) CCc1ccccc1NC(=O)N(C)CCc1c(C)nn(C)c1C
    -5.0%, -18.7%
67) CCC(Sc1ncc(S(=O)(=O)c2ccc(C)cc2)c(=O)[nH]1)C(=O)Nc1cc(C)ccc1C (centres undefined)
    -22.5%, 13.6%
68) O=C(CC(c1cccs1)N1Cc2ccccc2C1=O)Nc1ccccc1 (centres undefined)
    -16.8%, -10.5%
69) CCn1c(SCc2ccccc2C)nc(=O)c2c(C(=O)OC)cc(C3CC3)nc21
    -32.0%, ?
70) CCOc1cc(C(=O)OCc2cc(=O)n3nc(C4CC4)sc3n2)cc(OCC)c1OCC
    -1.4%, 32.1%

In a second layout: 4 of the compounds above.
(61) COc1ccc(C(=O)c2c(N)c(C(=O)Nc3cccc(OC)c3)c3ccccn23)cc1
  Abeta rescue = -6.8% | FUS suppressor = 2.4%

(62) CCCCN(CCCC)c1nc(-c2ccccc2)nc2ccccc12
  Abeta rescue = -11.0% | FUS suppressor = 4.4%

(63) COc1ccc(C)cc1NC(=O)CSc1ncc2c(n1)-c1ccc(Cl)cc1N(Cc1ccccc1)S2(=O)=O
  Abeta rescue = -11.7% | FUS suppressor = 24.2%

(64) CCCCOC(=O)c1ccc(NC(=O)c2ccc3c(c2)CCN3S(C)(=O)=O)cc1
  Abeta rescue = -12.8% | FUS suppressor = 35.2%

(cont.)
Under each structure – Abeta rescue, FUS suppressor
71) CC(C)c1nc2ccc(C(=O)Nc3ccccc3F)cc2o1
    -10.4%, 6.8%
72) Cc1cc(C)c2c(=O)cc(CSc3nnc(COc4ccccc4C)n3C)[nH]c2c1
    -1.8%, -7.7%
73) CCOC(=O)N1CCc2c(sc3c2C(=O)NC(c2ccccc2F)N3)C1 (centres undefined)
    -9.6%, -21.0%
74) CCOc1ccccc1NC(=O)Cn1c(=O)n(-c2ccc(Cl)cc2)c(=O)c2oc3ccccc3c21
    -23.8%, -14.9%
75) N#C/C(=C\c1ccc(Cl)cc1)C(=O)NCC1CCCO1 (centres undefined)
    14.1%, -19.9%
76) CCCOc1ccc(CNC(=O)C2CCN(c3nc4ccccc4nc3C(F)(F)F)CC2)cc1
    -12.5%, -12.7%
77) CCOC(=O)CC(NC(=O)Cn1nnc(-c2ccccc2C)n1)c1ccc(OC)cc1 (centres undefined)
    2.2%, 5.7%
78) COc1ccc(-c2cn3nc(N4CCCC(C(=O)Nc5ccccc5OC)C4)sc3n2)cc1 (centres undefined)
    4.1%, ?
79) COC(=O)c1ccccc1NC(=O)c1nc(-c2ccc(Cl)cc2)n2c1CCCCC2
    -2.1%, -22.3%
80) COc1ccc(NC(=O)C(C)n2c(C)c3cnn(-c4ccccc4)c(=O)c3c2C)cc1Cl (centres undefined)
    -8.9%, 17.6%
81) COc1cc(CN(C(=O)c2ccc(C)cc2)c2ccccn2)cc(OC)c1OC
    -11.1%, 17.8%
82) Cc1cc(O)c(C(c2ccccc2)N2CCN(c3ccccc3)CC2)c(=O)n1Cc1ccco1 (centres undefined)
    1.5%, 42.4%
83) Cc1cccc(NC(=O)c2nc(S(C)(=O)=O)ncc2Cl)c1
    -55.4%[inhibitor], -4.1%
84) COc1ccc(-c2[nH]ncc2C(=O)NCc2ccccc2OC)cc1
    -4.3%, -0.9%
85) Cn1c(=O)c2c(-c3ccccc3Br)n(C(C)(C)C)cc2n(C)c1=O
    -21.2%, 5.6%
86) COc1cccc(CNC(=O)CN2C(=O)CCc3cc(S(=O)(=O)N4CCOCC4)ccc32)c1
    -1.3%, 23.5%
87) NCc1nc2cccnc2n1Cc1ccccc1Cl
    -7.1%, -17.8%
88) Cn1c(C(=O)NCCc2ccccc2)cc2c(=O)n3ccccc3nc21
    -4.9%, -27.5%
89) Cc1cc(C)cc(NC(=O)CN2C(=O)c3ccccc3Sc3ccc(C(=O)N4CCOCC4)cc32)c1
    3.9%, ?
90) COc1ccc(C2CC(=O)N(Cc3ccc(C)cc3)c3c2c(C)nn3-c2nc(C)cc(C)n2)c(OC)c1 (centres undefined)
    -3.6%, -10.2%
91) Cc1ccc(C)c(CSc2nc3ncccc3[nH]2)c1
    -6.5%, -5.6%
92) Cc1cccc(OCC(=O)Nc2ccc(Cl)c(-c3nc4ncccc4o3)c2)c1C
    -12.2%, ?
93) Cc1cc(Sc2ccc(Cl)cc2)nc2ccccc12
    -6.4%, -32.5%
94) Cn1nnnc1SCCCNCc1ccc(Cl)cc1
    1.1%, -26.7%
95) CCOC(=O)N1CCc2c(sc3c2c(=O)n(Cc2ccccc2)c(=O)n3Cc2cccc(Cl)c2)C1
    -9.4%, 1.7%
